# PKM2 act – activators of human pyruvate kinase M2; P14618; 260,000 compounds, 0.34% hits; AID 1631; Potency, µM (titrated, usually from 57.5 µM), inactives show at the highest dose activation, actives largely listed as activators; purified PKM2, Kinase-Glo ATP luminescence, activation; response scale: 0% is enzyme alone, no compound; also: potency is read from the fitted curve at half-maximal effect; % is scaled to controls: 0 for no effect and ±100 for the full control effect; nearly all actives have a fitted effect of over 55% in size
# Target sequence (P14618 whole entry, looked up): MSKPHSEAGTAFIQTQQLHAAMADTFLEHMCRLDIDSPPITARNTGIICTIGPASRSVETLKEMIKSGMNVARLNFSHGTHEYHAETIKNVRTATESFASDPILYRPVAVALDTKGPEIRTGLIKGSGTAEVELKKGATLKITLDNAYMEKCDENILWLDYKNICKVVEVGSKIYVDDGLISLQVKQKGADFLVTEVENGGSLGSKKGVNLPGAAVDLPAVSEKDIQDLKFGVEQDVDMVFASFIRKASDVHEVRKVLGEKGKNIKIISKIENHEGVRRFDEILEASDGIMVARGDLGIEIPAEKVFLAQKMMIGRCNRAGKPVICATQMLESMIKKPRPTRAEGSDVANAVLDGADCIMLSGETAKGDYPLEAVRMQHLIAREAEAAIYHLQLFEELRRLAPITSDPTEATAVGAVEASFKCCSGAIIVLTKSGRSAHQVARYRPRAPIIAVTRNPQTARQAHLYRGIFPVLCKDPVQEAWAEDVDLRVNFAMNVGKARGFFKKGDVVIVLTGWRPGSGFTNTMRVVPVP
#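 Kinase-Glo luminescence reports ATP generated from ADP (0.1 mM) and PEP (0.5 mM) by purified hPK-M2 after 1 h at room temperature, pH 7.2 imidazole buffer; intermediate enzyme activity allows detecting inhibitors and activators.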
# Chronic BCR inh – blocks chronic active B-cell receptor signaling | ABC-DLBCL IkBa-CBG/CBR reporter, luminescence ratio, 4 h | Potency, µM (top dose mostly 46.1 µM), without a hit: at the highest dose ratio change, negative = lower green/red ratio, most hits filed as inhibitors | 340,000 compounds, 0.05% hits; active = well fitted inhibition curve with a large enough effect in the signal ratio, with a control signal flat, not every such curve was filed as active; inconclusive = small, poorly fitted or top-dose-only effect, or effect the other way, or a change in a side signal; the % refers to the signal ratio;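 also: potency is read from the fitted curve at half-maximal effect; plate controls were basal doxycycline-induced cells for no effect and cells given 10 µM MG132 for full effect; MG132 reads +100%, hits lower the ratio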
#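 TMD8 ABC-DLBCL cells carrying doxycycline-inducible green luciferase fused to IkappaBalpha plus unfused red luciferase were exposed to compounds (up to 46 uM) for 4 hrs at 37C. Activity came from the overlap-corrected green/red luminescence ratio.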
# Eya2 phos inh – blocks the phosphatase activity of human Eya2. 330,000 compounds, 0.006% hits. O00167. Potency, µM (titrated, usually from 76.9 µM), without a hit: at the top dose activity, negative = inhibition, most hits filed as inhibitors. recombinant Eya2, OMFP fluorescence dephosphorylation (OMFP is methylfluorescein phosphate); also: potency is read from the fitted curve at half-maximal effect; % is scaled to controls: 0 for no effect and ±100 for the full control effect
#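 Eya2 protein (added as 0.2 uM solution) was preincubated with compound for 10 min at ambient temperature in 50 mM HEPES pH 7.5, 50 mM NaCl, 5 uM MgCl2, 0.05% BSA, 1 mM DTT. OMFP (added at 50 uM) then reacted 10 min; fluorescence read at 485/525 nm.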
# MBNL1-CUG inh – MBNL1-poly(CUG) RNA binding inhibition; Q9NR56; Potency, µM (series often up to 57.5 µM), without a hit: at the highest dose activity change, negative = inhibition, hits mostly inhibitors; 280,000 compounds, 0.036% hits; TR-FRET MBNL1-His/biotin-(CUG)12 binding, 665/545 ratio; active = well fitted inhibition curve with a large enough effect in the signal ratio, with a control signal flat, not every such curve was filed as active; inconclusive = small, poorly fitted or top-dose-only effect, or effect the other way, or a change in a side signal; inactive = no such curve, though single readings can be large or run the other way; the % refers to the signal ratio; also: potency is read from the fitted curve at half-maximal effect; % is scaled to controls: 0 for no effect and ±100 for the full control effect
# Target sequence (Q9NR56 whole entry, looked up): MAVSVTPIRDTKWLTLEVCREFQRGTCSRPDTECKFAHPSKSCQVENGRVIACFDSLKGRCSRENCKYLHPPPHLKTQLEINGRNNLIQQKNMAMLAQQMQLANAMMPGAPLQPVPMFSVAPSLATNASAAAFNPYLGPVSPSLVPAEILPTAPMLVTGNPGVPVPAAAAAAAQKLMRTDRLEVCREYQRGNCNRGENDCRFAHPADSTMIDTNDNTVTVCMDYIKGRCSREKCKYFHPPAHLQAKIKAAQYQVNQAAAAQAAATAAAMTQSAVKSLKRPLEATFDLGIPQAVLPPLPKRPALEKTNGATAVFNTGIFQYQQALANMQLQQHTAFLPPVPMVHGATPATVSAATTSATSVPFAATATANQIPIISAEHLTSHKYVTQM
#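 TR-FRET between His-tagged MBNL1 and biotin-(CUG)12 RNA, detected with Tb anti-His antibody (0.055 ng/ul) and streptavidin-XL665 (5 nM), 60 min at room temperature. Compounds titrated 92 nM to 58 uM; 665/545 nm ratio normalized to buffer and complex controls.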
# ASM inhibitor – inhibitors of human secretory acid sphingomyelinase. P17405. placental ASM, HMU-PC fluorogenic substrate, 60 min. Potency, µM (titrated, usually from 57.5 µM), for inactives: at the highest dose activity change, negative = inhibition, usual class: inhibitors. 340,000 compounds, 0.006% hits; also: potency is read from the fitted curve at half-maximal effect
#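 HMU-PC0 cleavage (9 uM final) by human placental ASM, 60 min at 37 °C following 10 min compound exposure at RT; stopped at pH 10, fluorescence Ex 386/Em 447 nm.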
# hERG WT inh – inhibitors of human wildtype KCNH2 potassium channel; Q12809; U2OS, BacMam KCNH2, thallium flux FluxOr; hits give low values; activity change, % at 1.84 µM; 340,000 compounds, 0.37% hits; AID 720551;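 active = maximum activity change below -70%; inconclusive = maximum activity change between -70% and -50%; inactive = maximum activity change above -50%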; also: % is scaled to controls: 0 for no effect and ±100 for the full control effect
#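 U2OS cells were transduced with wild-type KCNH2 virus (2.03 x 10^8 / mL) for 4 h at room temperature, then cultured overnight at 37 C. Thallium flux was read with FluxOr dye. Rate constants were normalized to DMSO controls.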
# Menin MLL FP TR – displaces Texas Red mutant MLL peptide from human menin; 270,000 compounds, 0.23% hits; Menin + Texas Red MLL mutant peptide, fluorescence polarization; Potency, µM (series often up to 61.6 µM), inactives show top-dose FP activity change, negative = inhibition, usual class: inhibitors; O00255; active = well fitted inhibition curve with a large enough effect in the polarisation, with a control signal flat, not every such curve was filed as active; inconclusive = small, poorly fitted or top-dose-only effect, or effect the other way, or a change in a side signal; inactive = no such curve, though single readings can be large or run the other way; the % refers to the polarisation; also: potency is read from the fitted curve at half-maximal effect; % of control where 0% means no effect; many of its hits are not listed in these tables
# USP2a inh – USP2a (human) protease inhibition | 330,000 compounds, 0.01% hits | Potency, µM (top dose mostly 38.3 µM), for the others: at the top dose activity change, negative = inhibition, hits mostly inhibitors | USP2 core, Ub-CHOP2 coupled fluorogenic reporter, 485/531;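 also: potency is read from the fitted curve at half-maximal effect; plate controls were DMSO wells for no effect and full inhibition by NEM control for full effect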
#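 USP2 core (10nM final) preincubated 30min RT with compound in 20mM Tris-HCl pH 8.0, 2mM CaCl2, 2mM beta-mercaptoethanol, 0.05% CHAPS; 25nM Ub-CHOP2 plus 25nM reporter substrate added, fluorescence (Ex485/Em531) read after 60min.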
# Mito fusion yeast – blocks mitochondrial division or promotes mitochondrial fusion; 320,000 compounds, 0.23% hits; S. cerevisiae fusion-defective mutant growth rescue, CellTiterGlo 48 h; Potency, µM (highest dose often 46.1 µM), for inactives: at the highest dose growth rescue (activation), usual class: activators;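 also: potency is read from the fitted curve at half-maximal effect; % of control where 0% means no effect; nearly all actives have a fitted effect of over 45% in size; temperature-sensitive fusion mutants such as fzo1-1 at 37 °C on non-fermentable ethanol glycerol medium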
#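 Compounds are tested for their ability to restore growth of mitochondrial fusion-defective yeast strains at non-permissive 37C in YPEG medium over 48 hours. Viability is quantified by luciferase luminescence.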
# TSHR antag – antagonists of human thyroid stimulating hormone receptor | P16473 | TSHR-expressing cells, TSH-stimulated cAMP HTRF, 2 h; hits give low values | activity change, negative = inhibition, % at 11.5 µM | 330,000 compounds, 0.2% hits | AID 504810;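 active = activity change below a set negative limit, meaning inhibition stronger than a set level, cut at about -70% in these data; inconclusive = activity change between two set negative limits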; also: % is scaled to controls: 0 for no effect and ±100 for the full control effect
#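 Cell-based HTRF cAMP assay; TSHR cells + compound, TSH EC80 (4nM final), 2 h, 37 deg C. Lysis with anti-cAMP cryptate and cAMP-d2, 30 min RT, read 665/620 nm.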
# GALK inhibitor – inhibitors of human galactokinase; Potency, µM (series often up to 57.5 µM), for inactives: top-dose activity change, negative = inhibition, most hits filed as inhibitors; Purified GALK, Kinase-Glo residual ATP luminescence; 270,000 compounds, 0.007% hits; P51570; AID 1868; also: potency is read from the fitted curve at half-maximal effect; % is scaled to controls: 0 for no effect and ±100 for the full control effect
#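 Compounds were pin-transferred into ATP buffer (35 uM final), then GALK plus galactose (5 nM, 100 uM final) was added. After 1 h at room temperature, Kinase-Glo Plus was added and luminescence read after 10 min.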
# An asterisk follows results filed as active; ? = inconclusive; . = no result given; & = joins results of further samples; [ ] = another dose, or the depositor's remark. Unless noted, calls follow the shape of the dose curve; as a rule, active = well fitted curve in the direction sought with a large enough effect; inconclusive = small, poorly fitted or top-dose-only effect, or another doubt; inactive = no such curve, though single readings can be large; an effect the other way counts as inactive or inconclusive.
SMILES,PKM2 act,Chronic BCR inh,Eya2 phos inh,MBNL1-CUG inh,ASM inhibitor,hERG WT inh,Menin MLL FP TR,USP2a inh,Mito fusion yeast,TSHR antag,GALK inhibitor
COc1cc(C(=O)N/N=C/c2sc(=O)n(-c3ccccc3)c2Cl)cc(OC)c1OC,2%,1%,-12%,46%[activator],.,3,-2%,4%,-6%,-3,.
CCCCC(CC(O)COCCC)c1n[nH]c(=S)n1-c1ccccc1 (configuration not stated),-8%,0%,6%,-13%,1%,-11,3%,-2%,-2%,6,1%
CC1CCN(c2ccc(C(=O)OCC(=O)NCCN3C(=O)CSC3=O)cc2[N+](=O)[O-])CC1,0%,13%,15%,?,-19%,5,-10%,0%,13%,-1,7%
Cn1ccsc1=NC(=O)c1ccc(=O)[nH]c1,-1%,-10%,1%,-4%,0%,-12,.,0%,-2%,10,-5%
CS(=O)(=O)Nc1ccc(C2=NN(S(=O)(=O)c3ccccc3)C(c3cccs3)C2)cc1 (configuration not stated),-3%,7%,2%,2%,-5%,19,-16%,-7%,2%,2,-1%
COc1cc(CC(=O)OCC(=O)NC2CCCCCC2)cc(OC)c1OC,.,?,0%,.,5%,-1,.,2%,.,36,.
O=C(Nc1cccnc1)c1cc(F)c(F)cc1Cl,2%,-4%,5%,-4%,-2%,-6,22%,0%,3%,-1,4%
COc1ccc(C(=O)c2ccccc2)cc1,-1%,-21%,-14%,6%,-1%,-13,-1%,-3%,1%,5,-1%
O=C(CSc1nnc(-c2cccnc2)o1)OC1CCCCC1,-8%,14%,7%,4%,-1%,-4,12%,-2%,2%,-15,-1%
S=C(NCc1ccc2c(c1)OCO2)NC1CCN(Cc2ccccc2)CC1,3%,-4%,4%,-11%,-2%,10,35%[activator],-1%,-19%,2,-2%
O=C1CCCN1S(=O)(=O)c1ccc(F)cc1,-4%,5%,-18%,-10%,2%,-11,-12%,2%,3%,?,-5%
Cc1ccccc1CNC(=O)CCc1ccccc1,-1%,1%,3%,2%,2%,-4,-1%,1%,4%,0,-2%
COc1ccccc1CCC(=O)Nc1ncc(C)s1,.,?,0%,-3%,-1%,-1,24%,3%,-11%,-10,4%
CCCc1nc2ccccc2c(=O)n1CC(=O)c1ccccc1,-5%,4%,-3%,-4%,-4%,.,12%,-3%,7%,1,3%
CC[C@@]1(c2ccccc2C)C(=O)N(C(=O)OC)N1C(=O)OC,?,10%,3%,3%,4%,-8,-4%,1%,0%,11,.
O=C(NCc1ccco1)c1scc2c1OCCO2,7%,6%,12%,4%,3%,1,0%,10%,-1%,18,1%
COc1ccc(C)cc1NC(=O)NNC(=O)c1cc2ccccc2cc1O,0%,5%,20%,5%,-1%,-4,?,-7%,-5%,5,5%
N#Cc1nc(COc2ccccc2)oc1N1CCN(c2cccc(Cl)c2)CC1,1%,15%,4%,3%,-2%,4,16%,2%,-3%,10,-2%
Cc1ccc(C(=O)CCC(=O)O)cc1,-7%,-29%,-5%,-6%,.,.,-2%,6%,2%,1,-1%
Cc1nn(C)cc1CN1CCCC(C(=O)c2ccc(-c3ccccc3)cc2)C1 (configuration not stated),-8%,?,2%,-7%,-3%,11,-10%,0%,6%,0,10%
O=c1[nH]c(-c2ccccc2)c(-c2ccccc2)[nH]1,0%,3%,2%,14%,10%,-2,.,1%,-2%,5,-1%
Cc1ccc(/C=N/NC(=O)c2ccc(-c3ccccc3)cc2)o1,.,1%,2%,11%,9%,4,9%,0%,3%,0,11%
Cc1ccc(-c2c(=O)n(OCc3ccccn3)c3ccccc3[n+]2[O-])cc1,1%,3%,-2%,?,.,.,16%,1%,1%,13,0%
c1ccc(CSc2nnc(-c3sccc3-n3cccc3)o2)cc1,-1%,?,1%,0%,-6%,0,14%,1%,2%,-9,4%

# Reprinted from the part before: 4 compounds; new compounds follow.
SMILES,PKM2 act,Chronic BCR inh,Eya2 phos inh,MBNL1-CUG inh,ASM inhibitor,hERG WT inh,Menin MLL FP TR,USP2a inh,Mito fusion yeast,TSHR antag,GALK inhibitor
O=c1[nH]c(-c2ccccc2)c(-c2ccccc2)[nH]1,0%,3%,2%,14%,10%,-2,.,1%,-2%,5,-1%
Cc1ccc(/C=N/NC(=O)c2ccc(-c3ccccc3)cc2)o1,.,1%,2%,11%,9%,4,9%,0%,3%,0,11%
Cc1ccc(-c2c(=O)n(OCc3ccccn3)c3ccccc3[n+]2[O-])cc1,1%,3%,-2%,?,.,.,16%,1%,1%,13,0%
c1ccc(CSc2nnc(-c3sccc3-n3cccc3)o2)cc1,-1%,?,1%,0%,-6%,0,14%,1%,2%,-9,4%
CCN(CC(=O)Nc1c(F)cccc1F)C(=O)c1n[nH]c2ccccc12,-6%,-2%,0%,1%,0%,-7,.,-2%,1%,22,-7%
CCOC(=O)N1CCC(NC(=O)CS(=O)Cc2nc(-c3ccccc3C)oc2C)CC1 (configuration not stated),.,-4%,3%,1%,3%,-13,.,5%,-2%,4,1%
O=C(Nc1scc(-c2ccccc2)c1C(=O)O)c1ccco1,-30%,?,10%,-26%,4%,1,?,2%,4%,-13,0%
O=C(Nc1ccccc1N1CCOCC1)C1CCCCN1S(=O)(=O)c1ccccc1 (configuration not stated),-4%,4%,-3%,-13%,3%,8,2%,1%,12%,6,-1%
O=C(CN1CCN(C(=O)C2CCN(C(=O)/C=C/c3ccccc3)CC2)CC1)Nc1ccccc1Cl,.,-11%,-16%,.,3%,-5,.,0%,5%,-10,.
O=C(Nc1ccc(-c2csc(Nc3cccc(C(F)(F)F)c3)n2)cc1)c1cccc(C(F)(F)F)c1,-3%,?,-22%,9%,0%,4,.,0%,-65%[inhibitor],-6,3%
CC[C@@]12C(=O)N(c3ccccc3)C(=O)N1[C@H](c1ccc(Br)cc1)[C@@H]1C(=O)N(C(C)(C)C)C(=O)[C@@H]12,.,16%,-6%,.,-5%,3,.,-4%,0%,9,.
CCC1(C)Cc2c(sc3c2c(=O)n(-c2ccccc2)c(=O)n3C)CO1 (configuration not stated),0%,0%,6%,-1%,0%,7,8%,1%,4%,11,-2%
CCN(CC)c1nc(C)c(C(C)=O)cc1C#N,-19%,-17%,17%,-3%,-1%,0,.,0%,2%,21,-2%
CCc1[nH]nc2c1C1(CCOC1C)C(C#N)=C(N)O2 (configuration not stated),2%,2%,4%,-6%,9%,-3,1%,-1%,2%,-8,0%
CCOc1ccc(OCC)c(NC(=O)C2CCCN(C(=O)c3ccc(Cl)cc3)C2)c1 (configuration not stated),.,8%,16%,.,-2%,-5,.,0%,6%,-7,.
Cc1ccc(NC(=O)CCc2nnc3ccc(N4CCOCC4)nn23)cc1C,2%,-5%,12%,6%,-5%,2,2%,2%,-2%,-1,.
CCc1c(C)nc(SCC(=O)N2CCCCC2CC)[nH]c1=O (configuration not stated),0%,7%,3%,-4%,1%,-6,.,0%,-2%,-4,-1%
COc1ccc(CNC(=O)c2ccc(CS(=O)(=O)c3ccc(Br)cc3)o2)cc1,-1%,-6%&-3%,5%,-7%,4%,21,-15%,1%,1%,-16,.
c1ccc2c(c1)CCN(c1nc(CN3CCOCC3)nc3sc4c(c13)CCCC4)C2,4%,1%,-6%,0%,-6%,-30,-15%,3%,?,5,1%

# From PubChem

# Only part of the results is shown. The share of hits here may be higher or lower than overall.
